Compound activity deposited in PubChem BioAssay by National Center for Advancing Translational Sciences (NCATS).
HepG2 tox: counter-screen for TGF-b inhibitors: cytotoxicity in HepG2 cells. HepG2 CAGA-GFP viability, ATP luminescence, 18 h. Potency, µM (highest dose often 46.1 µM), inactives show top-dose activity change, negative = cytotoxicity, most hits filed as cytotoxic. hit rate 0.76% among 410,000; further: some results filed as inactive show a strong effect at the top dose
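CellTiter-Glo luminescence gave cytotoxicity after 18 hours at 37 degrees C. The cells were HepG2 CAGA-GFP in 1% FBS DMEM, stimulated with 500 pg/mL TGF-beta after compound addition. %Activity was normalised to no-cell wells (complete cell-killing) and DMSO (no toxicity), and curves were fitted and classified.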
ATXN viability: reduces viability in counter-screen for ATXN expression inhibitors. Potency, µM (top dose mostly 56.7 µM), hits mostly cytotoxic. hit rate 0.49% among 400,000. AID 651635. S2 cells (HEK-293 line with an ATXN2-luciferase reporter) viability, CellTiter-Fluor protease fluorescence, 24 h; further: nearly all actives have a fitted effect of over 40% in size
A549 tox: kills or reduces viability of A549 cells in Nrf2 counter-screen. A549 ARE-Fluc cells, CellTiter-Fluor viability, 18-24 h. Potency, µM (doses to about 46 µM), without a hit: at the top dose activity change, negative = cytotoxicity, most hits filed as inhibitors. hit rate 0.16% among 390,000; further: on the % scale 0 is the no-effect control and ±100 the full control effect
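A549 ARE-Fluc cells in 5% FBS OPTI-MEM, 5000 cells/well, rested 2 h then exposed to compounds in concentration-response for 18-24 h at 37 °C. Viability by CellTiter-Fluor fluorescence (Ex 405/Em 525) after 30 min; luciferase luminescence (BugLite, 15 min, RT) read afterwards.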
TGFb inhibitor: inhibitors of TGF-b signaling; HepG2 CAGA-GFP TGF-b/SMAD3 reporter, GFP fluorescence, 18 h; TGF-beta stimulated, 500 pg/mL final; Potency, µM (top dose mostly 46.1 µM), without a hit: top-dose activity, negative = inhibition, usual class: inhibitors; hit rate 1.2% among 410,000; further: on the % scale 0 is the no-effect control and ±100 the full control effect; nearly all actives have a fitted effect of over 65% in size
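Cell-based qHTS in HEPG2 carrying a CAGA-GFP Smad reporter; compounds added before 500 pg/mL final TGF-beta, 18 h incubation at 37 degrees C, GFP fluorescence quantified per cell by imaging cytometry.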
EPAC2 antag: antagonists of human EPAC2 | Potency, µM (titrated, usually from 114 µM), inactives show at the top dose activity, negative = inhibition, actives largely listed as inhibitors | EPAC2 GEF exchange of Rap1B-BODIPY-GDP, fluorescence | Q8WZA2 | hit rate 0.18% among 360,000 | AID 720708; further: on the % scale 0 is the no-effect control and ±100 the full control effect; nearly all actives have a fitted effect of over 45% in size; many of its hits are not listed in these tables
Target sequence (Q8WZA2 whole entry, looked up): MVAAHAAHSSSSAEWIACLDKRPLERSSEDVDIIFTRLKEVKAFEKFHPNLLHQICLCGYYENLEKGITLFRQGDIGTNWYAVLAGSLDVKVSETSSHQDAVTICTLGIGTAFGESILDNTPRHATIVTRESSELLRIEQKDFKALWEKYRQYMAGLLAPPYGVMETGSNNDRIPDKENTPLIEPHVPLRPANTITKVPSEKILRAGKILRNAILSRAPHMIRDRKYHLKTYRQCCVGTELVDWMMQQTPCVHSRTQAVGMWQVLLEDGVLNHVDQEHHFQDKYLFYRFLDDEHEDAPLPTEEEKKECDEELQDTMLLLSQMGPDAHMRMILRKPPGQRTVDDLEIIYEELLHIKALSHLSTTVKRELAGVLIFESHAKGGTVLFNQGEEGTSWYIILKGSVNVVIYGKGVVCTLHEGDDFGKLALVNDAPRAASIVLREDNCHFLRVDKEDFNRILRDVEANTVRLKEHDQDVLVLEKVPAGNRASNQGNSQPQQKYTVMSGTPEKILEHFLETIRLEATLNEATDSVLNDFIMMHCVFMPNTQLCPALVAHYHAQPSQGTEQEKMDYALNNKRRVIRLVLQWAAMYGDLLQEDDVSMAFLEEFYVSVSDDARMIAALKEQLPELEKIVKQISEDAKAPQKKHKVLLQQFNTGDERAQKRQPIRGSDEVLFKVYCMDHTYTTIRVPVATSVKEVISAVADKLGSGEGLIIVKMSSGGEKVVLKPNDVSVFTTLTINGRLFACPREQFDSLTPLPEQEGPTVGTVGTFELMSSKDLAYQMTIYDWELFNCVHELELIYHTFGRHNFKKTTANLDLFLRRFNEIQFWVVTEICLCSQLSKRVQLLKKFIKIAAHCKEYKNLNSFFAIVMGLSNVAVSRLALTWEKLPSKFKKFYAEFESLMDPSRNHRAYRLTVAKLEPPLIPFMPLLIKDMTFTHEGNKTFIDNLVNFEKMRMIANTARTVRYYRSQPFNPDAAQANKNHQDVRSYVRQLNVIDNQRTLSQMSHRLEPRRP
Nrf2 activator: Nrf2 pathway activation; AREc32 ARE-luciferase reporter (MCF7-derived line), luminescence, 24 h; Potency, µM (doses to about 46.1 µM), for the others: at the top dose activation, actives largely listed as activators; hit rate 0.31% among 410,000; further: % of control where 0% means no effect; nearly all actives have a fitted effect of over 65% in size
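Reporter line AREc32 (ARE-Fluc), seeded overnight in OPTI-MEM with 5% FBS; compound pin-transferred, 24 hr at 37 deg C, 5% CO2; luminescent read-out.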
Nrf2 block: blocks Nrf2 signaling. A549 ARE-Fluc reporter, luciferase luminescence, 18-24 h. Potency, µM (series often up to 46 µM), for inactives: at the highest dose activity change, negative = inhibition, actives largely listed as inhibitors. hit rate 2.1% among 360,000; further: on the % scale 0 is the no-effect control and ±100 the full control effect; nearly all actives have a fitted effect of over 60% in size
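Nrf2 activity is the BugLite luminescence, read 15 min after reagent at room temperature, following CellTiter-Fluor cytotoxicity readout (30 min, 37C). Compound titrations were applied for 18-24 h to 5000 A549 ARE_Fluc cells/well in 5% FBS OPTI-MEM.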
MCF10A rereplic: inducers of DNA re-replication in MCF 10A breast cells. Potency, µM (doses to about 46.1 µM), inactives show at the top dose activity, positive = re-replication, most hits filed as activators. hit rate 2.9% among 350,000. MCF 10A DNA re-replication, Hoechst nuclear intensity, 48 h. AID 624296; further: % of control where 0% means no effect; nearly all actives have a fitted effect of over 50% in size
ATXN2 expr inh: inhibitors of ATXN2 expression. AID 1745845. HEK-293 ATXN2-luciferase reporter, luminescence, 24 h. hit rate 0.72% among 360,000. Potency, µM (doses to about 57 µM), for the others: top-dose activity change, negative = inhibition, most hits filed as inhibitors; further: on the % scale 0 is the no-effect control and ±100 the full control effect; nearly all actives have a fitted effect of over 55% in size
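qHTS (up to 57 uM final) was run with 24 h compound exposure of reporter cells at 37 °C. Each well was multiplexed: SteadyGlo luminescence measured ATXN2-luciferase expression after a fluorogenic Gly-Phe-AFC viability readout (25 uM final).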
* hit, by the source's call; i = inactive; ? = inconclusive; . = no result given; & = joins results of further samples; [ ] = another dose, or the depositor's remark. The call rests on the fitted dose curve; in most records, active means well fitted curve in the direction sought with a large enough effect; inconclusive means small, poorly fitted or top-dose-only effect, or another doubt; inactive means no such curve, though single readings can be large; an effect the other way counts as inactive or inconclusive. Potency means the concentration at half of the fitted maximal effect. These rows are one share of the data, so the mix of outcomes need not match the whole.

SMILES	HepG2 tox	ATXN viability	A549 tox	TGFb inhibitor	EPAC2 antag	Nrf2 activator	Nrf2 block	MCF10A rereplic	ATXN2 expr inh
CC(=O)Nc1ccc(NC(=O)Nc2cccc3ccccc23)cc1	4%	i	1%	-3%	10%	-0.6%	-1%	-25%	4%
Cc1cccc(OCC(=O)N(Cc2ccc(C(C)C)cc2)Cc2ccco2)c1C	-49%	.	0%	-19%	.	1.4%	?	.	.
COc1ccccc1C(=O)NC(=O)CSc1nnc(N)s1	-1%	?	1%	2%	-2%	-0.8%	10%	3%	-6%
COC(=O)c1c(NC(=O)COc2c(C)ccc(C)c2C)sc2c1CCC(C)C2 (centres undefined)	3%	i	0%	-2%	.	0.3%	2%	.	2%
CCC(C(=O)Nc1cccnc1)n1c(=O)[nH]c2ccccc2c1=O (centres undefined)	5%	i	-21%	8%	-2%	-0.8%	6%	-1%	.
CCN(CC)S(=O)(=O)c1nnc(NC(=O)c2ccco2)s1	-1%	i	-7%	0%	3%	0.2%	10%	2%	15%
Oc1cccc2cc(Nc3ccccc3)cnc12	0%	?	.	3.5µM*	-3%	-0.8%	.	.	7.1µM*
CC1=C(C(=O)Nc2ccccc2C)C(c2ccccn2)n2nc(SCc3ccccc3F)nc2N1 (centres undefined)	7%	.	6%	?	.	-0.4%	2%[9.27 µM]	.	.
Cc1cc(Br)ccc1NC(=O)CN(C)C(=O)c1ccccc1OCc1c(C)noc1C	2%	i	.	-14%	-3%	0.1%	.	.	.
O=C(CNC(=O)[C@@H]1Cc2ccccc2CN1)Nc1ccc2c(c1)OCCO2	-5%	i	-10%	-2%	0%	0.0%	0%	0%	-7%
CCOC(=O)CN1C(=O)N[C@@H](c2cccs2)C(C(=O)OC)=C1C	-21%	i	8%	?	2%	-1.6%	5%	16%	-12%
CCn1c2ccccc2c2nnc(SCC(=O)N3CC(C)OC(C)C3)nc21 (centres undefined)	-20%	i	0%	0%	5%	0.4%	-5%	?	-11%
CC(=O)c1ccc(NC(=O)CCNC(=O)c2ccccc2Cl)cc1	-4%	i	3%	-8%	21%	0.2%	2%	1%	23%
COC(=O)c1ccc2nc(C)c(C)nc2c1	2%	.	-4%	34%[activator]	6%	-0.6%	18%	3%	.
CC(=O)n1nc(-c2ccco2)nc1N	-19%	i	4%	-5%	9%	-0.5%	-2%	-1%	-3%
O=C(NCCO)/C(=C/c1cccc([N+](=O)[O-])c1)NC(=O)c1ccco1	17%	i	1%	13%	-8%	-0.5%	-5%	1%	-21%
O=C(OCC(=O)N1CCNC1=O)c1ccccc1Cl	-1%	i	.	1%	2%	4.5%	.	.	.
O=C(Nc1ccc2nc(SCC(=O)N3CCCC3)sc2c1)c1ccc(Br)cc1	-8%	.	0%	-21%	.	2.9%	-8%	.	.
Cc1c(Cl)cccc1N(CC(=O)NC1CCCCC1)S(C)(=O)=O	-19%	i	0%	-3%	-6%	-0.6%	-25%	-2%	-1%
Cc1ccc(CN2CCN(Cc3cccn3-c3ccc(Cl)cn3)CC2CCO)o1 (centres undefined)	-5%	i	0%	7%	4%	5.2%	-8%	3%	-7%
O=C(O/N=C1/CCSc2ccccc21)c1ccccc1	-31%	i	-1%	?	-20%	1.7%	13%	-1%	9%
Cc1c(Cl)cccc1NC(=S)NCc1ccc(Cl)cc1	-25%	i	-3%	-7%	2%	0.1%	-24%	?	-22%
COC(=O)C1=[N+]([O-])OC(C(=O)OC)C1c1c[nH]c2ccccc12 (centres undefined)	-4%	i	0%	-1%	0%	0.4%	4%	-4%	2%
CCCCC(=O)NN(C)c1nc(-c2ccccc2)nnc1C(F)(F)F	-43%	i	1%	-4%	1%	-0.2%	-19%	-5%	-13%
CCOc1ccc(-c2ccc(SCC(=O)Nc3nnc(CC)s3)nn2)cc1	9%	i	-5%	4%	3%	0.1%	?	3%	9%
O=C(CNS(=O)(=O)c1cccs1)N1CCN(c2ccccn2)CC1	6%	i	-2%	32%[activator]	-6%	0.6%	.	-3%	16%
COc1ccccc1C(=O)Nc1ccnn1C1CCN(Cc2ncc[nH]2)CC1	-1%	i	11%	-6%	0%	2.0%	2%	-1%	-6%
CCOC(=O)CN1C(=O)/C(=C/c2ccc(Cl)cc2)Oc2ccccc21	-11%	i	1%	0%	-13%	2.9%	1%	7%	-8%
Cc1c(C)c2c(cc(C)c3c(-c4ccccc4)coc32)oc1=O	-1%	i	1%	-20%	.	0.0%	10%	.	-3%
CCS(=O)(=O)c1ccc2oc(Nc3ccccc3C)nc2c1	-50%	i	-8%	-7%	10%	0.2%	?	-2%	54%[activator]
COC(=O)[C@H](Cc1ccccc1)NC(=O)[C@@]1(C)C[C@@H]1[C@@H](NC(=O)OCc1ccccc1)c1ccccc1	-6%	i	-5%	-6%	-6%	0.5%	2%	-5%	-2%
COc1cc(OC)c(OC)cc1CNCCSc1nnnn1C	-4%	i	-13%	1%	-1%	-0.6%	8%	21%	-3%
Cc1cc(NC(=O)CCC(=O)N(Cc2ccco2)C2(C(=O)NC3CCCCC3)CCN(C)CC2)no1	-2%	i	-8%	6%	4%	-0.4%	7%	?	3%
C[C@]12c3[nH]c4ccccc4c3CCN1C(=O)C(CC(=O)NCCN1CCOCC1)C[C@@H]2C(=O)N1CCCCC1 (some centres undefined)	-8%	i	-1%	9%	16%	-0.1%	4%	-3%	12%
O=C(NCCc1ccc(O)c(O)c1)C1COc2ccccc2O1 (centres undefined)	-7%	i	?	5%	12%	?	?	28%	-4%
CCc1nc(SCc2ccc(F)cc2)[nH]c(=O)c1C#N	-13%	i	-13%	-1%	-8%	-0.1%	-12%	2%	-10%
O=C(COC(=O)c1ccc2c(c1)OCO2)NCc1ccc(Cl)cc1	-19%	i	4%	6%	16%	0.4%	11%	18%	0%
O=C(NNC(=O)C12CC3CC(CC(C3)C1)C2)[C@@H]1C[C@H]1c1ccccc1	0%	i	-3%	-4%	13%	-0.2%	17%	18%	21%
COc1cc([C@H]2c3[nH]c4ccccc4c3C[C@H]3C(=O)N4[C@@H](c5cc(OC)c(OC)c(OC)c5)c5[nH]c6ccccc6c5C[C@H]4C(=O)N23)cc(OC)c1OC	14µM*	16µM*	-10%	?	3%	0.7%	-17%	?	?
Cc1cccn2c(=O)c3cc(C#N)c(=N)n(Cc4cccnc4)c3nc12	-49%	i	-5%	-1%	-3%	-0.1%	0%	0%	-10%
COc1cccc(CC2(CO)CCN(CC3=CC[C@H]4C[C@@H]3C4(C)C)CC2)c1	-23%	?	10%	-18%	6%	3.7%	?	?	-18%
COc1ccc(CNS(=O)(=O)c2ccc(C(=O)N(C)C)s2)cc1	-16%	i	2%	?	.	0.6%	.	.	-10%
Cc1nn(CC(=O)NC2CCCCC2)c(=O)c2cc3cc(F)ccc3n12	-7%	i	-10%	-4%	.	0.4%	1%	.	8%
O=C(CSc1n[nH]c(=O)n1-c1ccccc1)Nc1ccccc1C(F)(F)F	-5%	i	-6%	2%	10%	0.3%	5%	2%	3%
CNc1ccc2ncc(-c3ccc(OC)c(OC)c3)n2n1	-33%	i	.	-21%	-7%	-0.5%	.	.	31%
CCOc1ccc(CCNC(=O)Cn2nc(C)c3c(C)n(-c4ccccc4)nc3c2=O)cc1OCC	-14%&-3%	i	2%&0%	-15%&6%	5%	-1.2%&-1.1%	-5%&2%	-4%	14%
O=C(c1cc(S(=O)(=O)N2CCCC2)c(Cl)cc1Cl)N1CCCC1	4%	i	-16%	10%	0%	3.1%	-4%	-4%	-8%
O=C(N/N=C/c1ccc(OC(=O)c2ccco2)cc1)c1ccncc1	0%	i	0%	1%	15%	0.0%	16%	0%	6%
O=C1C2C3C=CC(C4CC34)C2C(=O)N1/N=C/c1cccs1 (centres undefined)	-16%	i	7%	-6%	3%	0.3%	5%	?	25%

Molecules listed so far containing an aryl thioether with sulfur outside any ring:
SMILES	HepG2 tox	ATXN viability	A549 tox	TGFb inhibitor	EPAC2 antag	Nrf2 activator	Nrf2 block	MCF10A rereplic	ATXN2 expr inh
COc1ccccc1C(=O)NC(=O)CSc1nnc(N)s1	-1%	?	1%	2%	-2%	-0.8%	10%	3%	-6%
CC1=C(C(=O)Nc2ccccc2C)C(c2ccccn2)n2nc(SCc3ccccc3F)nc2N1 (centres undefined)	7%	.	6%	?	.	-0.4%	2%[9.27 µM]	.	.
CCn1c2ccccc2c2nnc(SCC(=O)N3CC(C)OC(C)C3)nc21 (centres undefined)	-20%	i	0%	0%	5%	0.4%	-5%	?	-11%
O=C(Nc1ccc2nc(SCC(=O)N3CCCC3)sc2c1)c1ccc(Br)cc1	-8%	.	0%	-21%	.	2.9%	-8%	.	.
CCOc1ccc(-c2ccc(SCC(=O)Nc3nnc(CC)s3)nn2)cc1	9%	i	-5%	4%	3%	0.1%	?	3%	9%
COc1cc(OC)c(OC)cc1CNCCSc1nnnn1C	-4%	i	-13%	1%	-1%	-0.6%	8%	21%	-3%
CCc1nc(SCc2ccc(F)cc2)[nH]c(=O)c1C#N	-13%	i	-13%	-1%	-8%	-0.1%	-12%	2%	-10%
O=C(CSc1n[nH]c(=O)n1-c1ccccc1)Nc1ccccc1C(F)(F)F	-5%	i	-6%	2%	10%	0.3%	5%	2%	3%
